# Screening data deposited in PubChem BioAssay by National Center for Advancing Translational Sciences (NCATS).
# N370S GC: inhibitors or activators of N370S glucocerebrosidase for Gaucher disease. P04062. 0.092% of 330,000 active. N370S GC spleen homogenate, 4MU-glucoside fluorescence. Potency, µM (series often up to 59.4 µM), for the others: at the highest dose activity change, negative = inhibition, most hits filed as inhibitors. AID 2101;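 further: 0% = full enzyme activity and -100% = no enzyme basal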
# FEN1 inhibitor: blocks human flap endonuclease 1 | P39748 | 0.35% of 390,000 active | Potency, µM (top dose mostly 114 µM), for inactives: at the top dose activity change, negative = inhibition, actives largely listed as inhibitors | Recombinant FEN1 flap cleavage, fluorescence, 15 min; further: nearly all actives have a fitted effect of over 65% in size
# Target sequence (P39748 whole entry, looked up): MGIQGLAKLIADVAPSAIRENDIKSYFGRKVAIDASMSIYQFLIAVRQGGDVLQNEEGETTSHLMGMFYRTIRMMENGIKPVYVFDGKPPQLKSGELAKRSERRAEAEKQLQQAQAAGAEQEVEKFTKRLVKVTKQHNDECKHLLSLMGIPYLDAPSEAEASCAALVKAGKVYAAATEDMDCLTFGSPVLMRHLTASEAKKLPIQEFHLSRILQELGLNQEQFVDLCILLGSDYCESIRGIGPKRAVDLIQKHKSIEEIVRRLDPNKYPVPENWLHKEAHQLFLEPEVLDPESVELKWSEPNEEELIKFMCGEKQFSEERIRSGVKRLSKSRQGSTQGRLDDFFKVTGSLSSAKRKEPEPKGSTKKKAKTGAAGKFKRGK
#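 Recombinant FEN1 (10 nM) was preincubated with pin-transferred compounds for 15 min at room temperature, then flap DNA substrate (50 nM final) was added. Plates were read at 0 and 15 min, and normalized concentration–response data were fitted to a four-parameter Hill equation.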
# TDP1 block: blocks human tyrosyl-DNA phosphodiesterase 1; Potency, µM (highest dose often 130 µM), without a hit: top-dose activity change, negative = inhibition, usual class: inhibitors; 0.28% of 350,000 active; recombinant TDP1, AlphaScreen DNA substrate cleavage; Q9NUW8; further: nearly all actives have a fitted effect of over 40% in size
# Target sequence (Q9NUW8 whole entry, looked up): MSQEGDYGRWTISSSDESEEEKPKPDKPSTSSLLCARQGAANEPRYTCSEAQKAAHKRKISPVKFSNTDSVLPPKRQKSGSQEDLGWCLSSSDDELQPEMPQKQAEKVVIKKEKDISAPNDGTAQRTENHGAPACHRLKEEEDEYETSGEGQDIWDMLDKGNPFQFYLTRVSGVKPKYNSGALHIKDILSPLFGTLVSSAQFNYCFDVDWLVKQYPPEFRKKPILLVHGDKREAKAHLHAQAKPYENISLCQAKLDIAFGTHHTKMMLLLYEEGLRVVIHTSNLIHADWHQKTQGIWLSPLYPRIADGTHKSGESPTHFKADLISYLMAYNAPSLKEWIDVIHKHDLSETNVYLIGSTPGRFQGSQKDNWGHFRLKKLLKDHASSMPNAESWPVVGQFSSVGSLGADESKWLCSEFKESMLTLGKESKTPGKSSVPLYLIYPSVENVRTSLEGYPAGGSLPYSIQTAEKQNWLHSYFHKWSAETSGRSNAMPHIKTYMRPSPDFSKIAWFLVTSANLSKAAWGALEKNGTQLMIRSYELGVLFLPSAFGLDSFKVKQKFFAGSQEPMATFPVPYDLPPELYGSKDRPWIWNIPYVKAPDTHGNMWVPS
#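 Tdp1 1 nM final; 15 min RT w/ cpd; substrate 15 nM, 5 min; beads 10 ug/ml, 10 min; AlphaScreen read. Neg ctrl: no enzyme.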
# Starred values were filed as active, the others as inactive; ? = inconclusive; · = no result given; [ ] = another dose, or the depositor's remark. The call rests on the fitted dose curve; in most records, active means well fitted curve in the direction sought with a large enough effect; inconclusive means small, poorly fitted or top-dose-only effect, or another doubt; inactive means no such curve, though single readings can be large; an effect the other way counts as inactive or inconclusive. Unless noted, on the % scale 0 is the no-effect control and ±100 the full control effect; potency means the concentration at half of the fitted maximal effect. Not a hit list; about 0.57% have a hit in one of these screens.
Structure | N370S GC | FEN1 inhibitor | TDP1 block
COCCN(C(=O)CSCC(=O)Nc1cccc(C)c1)c1c(N)n(Cc2ccccc2)c(=O)[nH]c1=O | 0.1% | 5.8% | ·
CN1CCN(CCCNC(=O)c2ccc3nc(Cc4ccccc4)oc3c2)CC1 | · | 1.4% | 3.0%
O=C(NNC(=O)NC1CCCCC1)NC1CCCCC1 | -0.1% | 20.3% | -1.8%
CON(c1nc(Cl)nc(N(C)C)n1)S(=O)(=O)c1ccccc1Cl | 14.6% | -4.4% | 3.1%
CC(C)(C)Cc1nnc(NC(=O)CCC2CCCCC2)s1 | 3.2% | -5.8% | ·
O=C(CSc1nc2c([nH]c3ccccc32)c(=O)n1-c1ccc(Cl)cc1)NCc1ccccc1 | · | 1.6% | 3.3%
CCCC(=O)NC(=S)Nc1ccc(NC(=O)c2cccs2)cc1 | ? | 2.7% | 3.0%
COc1ccc(C2(c3ccc(OC)cc3)NC(=O)N(CC(=O)NCC(F)(F)F)C2=O)cc1 | -2.3% | -15.5% | 8.5%[0.0935 µM]
CCc1nnc(NS(=O)(=O)c2ccc(NC(=S)NC(=O)c3cccs3)cc2)s1 | -10.9% | 7.8% | -1.2%
COc1ccc(C(=O)Nc2ccc(N3CCCC3)cc2)cc1OC | -20.7% | -26.6% | 9.0%
COc1ccc(NC(=O)CSc2nc(N)cc(=O)[nH]2)cc1S(=O)(=O)N1CCCCC1 | 0.2% | 0.8% | 6.2%
CCOc1ccc2[nH]c(=O)c(CN(Cc3ccco3)C(CC)c3nnnn3Cc3ccccc3)cc2c1 (configuration not stated) | -1.5% | -10.6% | 3.1%
COc1ccc(-n2c(SCC(=O)Nc3ccc(C(N)=O)cc3)nc3ccccc3c2=O)cc1OC | -16.1% | -15.5% | ·
Cc1cc(C)nc(/N=C(\N)Nc2ccc(C)c([N+](=O)[O-])c2)n1 | 2.9% | 1.0% | 2.0%
Cc1ccc(C(C)n2cc(C(=O)NCc3ccncc3)nn2)cc1 (configuration not stated) | 1.8% | -2.6% | 1.0%
CCn1c(SCC(=O)N2CCC(C)CC2)nnc1-c1ccccc1O | · | -8.6% | 0.0%
COc1ccc(-n2c(SCC(=O)NCCCN3CCCC3=O)nnc2C(C)N2CCCCC2)cc1 (configuration not stated) | 0.8% | 21.9% | 2.6%
Cc1nc(SCC(=O)NCc2ccc3c(c2)OCO3)c(C#N)c2c1CCCC2 | 25.1% | -15.3% | 0.0%
O=C(O)C(C(=O)/C=C/c1ccco1)=C1SCCS1 | -7.2% | -34.6% | 20µM*
CCN(CC)c1nc2c(s1)C(=O)NCCC2 | 4.8% | -6.1% | 2.0%
CCC(C)c1ccc(O)c(NC(=O)c2cccnc2)c1 (configuration not stated) | -5.0% | 10.0% | 6.0%
CCCc1noc2c1C(c1ccoc1)C(C#N)=C(N)N2 (configuration not stated) | -1.7% | -3.4% | 8.0%
CC(=O)Nc1ccc(NC2=CC(=O)c3ccccc3C2=O)cc1 | ? | -8.7% | ·
CCCCN(CCCC)C(=O)c1cc2ccccc2c(=O)o1 | -3.0% | 4.4% | -2.6%
CC(NC(=O)c1ccc(Br)s1)C1CCCO1 (configuration not stated) | 7.3% | -12.4% | -2.5%
COc1cc(/C=C/C(=O)OCC(=O)N2CCCc3ccccc32)ccc1O | · | -5.9% | -3.0%
Cc1cc2cccc(C)c2nc1SCC(=O)N(C)c1nc(-c2ccccc2)cs1 | -21.7% | 9.4% | 2.0%
CC(=O)c1cccc(NC(=O)COc2ccccc2)c1 | -5.6% | 0.7% | -1.1%
COc1ccc(CNC(=O)/C=C/C(=O)O)cc1 | 20.5% | 20.3% | 0.0%
CCN1CCN(C(=O)CN(C)S(=O)(=O)c2ccc(Cl)cc2)CC1 | -0.2% | -0.9% | 1.4%
COc1ccccc1OCC(=O)N(Cc1nnc(-c2ccccc2Cl)o1)C1CC1 | -9.4% | 4.1% | ·
COc1cccc(/C=N/n2c(SC)nnc2-c2ccccc2)c1O | -3.4% | -1.2% | -1.0%
Cc1nc(-c2ccc(S(=O)(=O)N3CCN(c4ccccc4F)CC3)cc2)co1 | · | -21.4% | -12.1%
COc1ccc(CNc2nc3ccccc3n2CCN2CCCCC2)c(OC)c1 | -16.1% | -1.4% | 6.0%
Cc1ccc(C(C)C)c(OCCSc2nc3ccccc3n2CC(O)CO)c1 (configuration not stated) | · | -9.2% | 1.1%
Cc1cnnc2c1-c1no[n+]([O-])c1CC2 | -6.3% | 2.4% | 3.1%
CCOc1ccc(CN(C(=O)c2cc3ccccc3oc2=O)C2CC2)cc1 | 11.5% | -16.8% | -2.4%
COc1ccc(C(=O)N2CCCC(C(=O)O)C2)c2ccccc12 (configuration not stated) | -0.6% | -2.3% | 4.7%
O=C(CN1CCN(c2ccccc2F)CC1)c1c[nH]c2ccccc12 | -3.3% | 2.2% | 4.9%
CCCCn1c(N)c(N(CCOC)C(=O)CCNC(=O)c2ccc(Cl)cc2)c(=O)[nH]c1=O | 1.9% | 0.5% | -2.8%
CCOC(=O)c1ccccc1NC(=O)COC(=O)CCCOc1ccccc1 | -14.7% | -13.3% | ·
O=C1c2ccccc2-c2n[nH]c(=O)c3ccc(N4CCCCC4)c1c23 | -4.7% | -19.1% | 8.0%
CCN(CC)S(=O)(=O)c1ccc(N2CCCCC2)c(NC(=O)/C(C#N)=C/c2ccc(OC)cc2)c1 | -15.6% | -0.5% | 5.1%
C/C(CCC(C)C)=N\NS(=O)(=O)c1ccc(C)c([N+](=O)[O-])c1 | 18.2% | -16.9% | 3.6%
CSCCC(NS(=O)(=O)c1ccc2c(c1)oc(=O)n2C)C(=O)N1CCN(c2ccc(F)cc2)CC1 (configuration not stated) | · | 14.4% | -0.9%
Fc1cccc(C2CC(c3cccc(Br)c3)Nc3nnnn32)c1 (configuration not stated) | -13.5% | -17.9% | -1.1%
Cc1cccc(NC(=O)Cn2cnc3ccc(S(=O)(=O)N4CCC(C)CC4)cc3c2=O)n1 | ? | -7.0% | 10.8%
O=C(CSc1nnc(CNC(=O)c2c(F)cccc2F)o1)Nc1ccc2c(c1)OCCO2 | -7.3% | 0.7% | 1.3%
O=C(Nc1cccc(S(=O)(=O)NC2=NCCC2)c1)c1ccc(F)cc1F | · | -15.9% | -0.1%
CCN1CCN(c2ccc(S(=O)(=O)N3CCCCC3)cc2NC(=O)/C=C/c2ccc(OC(F)F)cc2)CC1 | ? | -9.3% | -0.9%
COC(=O)c1cc2nc(-c3ccc(OC)c(OC)c3)cc(C(F)(F)F)n2n1 | 8.0%[2.35 µM] | -4.4% | -1.0%
COC(=O)[C@@]1(C)[C@H]2C(=O)N(Cc3ccccc3)C(=O)[C@H]2[C@H]2CN=C(SCc3ccc(C)cc3)N21 | · | -20.3% | -0.7%[56.1 µM]
N/C(=N\C(=S)Nc1ccccc1)c1ccccc1 | -2.7% | 0.1% | ·
CCN(C(=O)COC(=O)c1cc(OC)c(OC)cc1[N+](=O)[O-])C1CCS(=O)(=O)C1 (configuration not stated) | 1.1% | 1.1% | 4.6%
COCCN(CCOC)c1ncc(Cl)c(C(=O)c2c(C)cc3ccccn23)n1 | -7.7% | -6.5% | 2.1%
Nc1nc(CN2CCc3ccccc3C2)nc(Nc2ccccc2)n1 | -12.5% | -8.1% | 11.4%
Cc1cc(C)c2oc(-c3ccc(Cl)c(NC(=O)c4ccc(C#N)cc4F)c3)nc2c1 | 4.9% | -1.6% | 0.0%
CCC(Sc1nc2nccnc2c(=O)n1Cc1ccc(OC)cc1)C(=O)NC1CCCCC1 (configuration not stated) | · | 4.2% | 0.0%
Cn1c(C(=O)N2CCN(c3cccc(C(F)(F)F)c3)CC2)cc2sccc21 | -23.3% | -11.5% | 8.8%
COc1cc(C(=O)Nc2cc(C)ccc2OCc2cc(=O)n3cc(C)sc3n2)cc(OC)c1OC | · | 16.9% | 0.0%

# New compounds follow:
Structure | N370S GC | FEN1 inhibitor | TDP1 block
COCCCn1c(=NC(=O)c2ccc3c(c2)OCO3)c(C#N)cc2c(=O)n3cccc(C)c3nc21 | 13.3% | · | 4.2%
COc1ccc(OC)c(S(=O)(=O)N2Cc3ccccc3CC2C(=O)Nc2ccc(C(C)=O)cc2)c1 (configuration not stated) | · | -7.9% | 9.8%
COc1ccc(-c2nc(N3CCOCC3)nc3n[nH]c(N)c23)cc1 | 11.3% | -1.4% | 0.0%
O=C(OCC(=O)N1CCCCC1)c1cc(NS(=O)(=O)c2ccc(Cl)c([N+](=O)[O-])c2)ccc1O | 25.8% | -0.8% | -1.1%
Clc1ccccc1Cn1c(-c2cccs2)nc2ccccc21 | · | -0.7% | 6.3%
CCOC(=O)C1CCCN(C(=O)c2cnn3c(C(F)(F)F)cc(-c4ccccc4)nc23)C1 (configuration not stated) | 5.5% | -7.1% | -4.5%
COc1ccc(OC)c(NC(=O)CN2C(=O)COc3ccc(C)cc32)c1 | -3.1% | -1.4% | ·
O=S(=O)(c1ccc(-n2cnnn2)cc1)N(C1CCCCC1)C1CCCCC1 | -1.3% | -2.1% | 4.9%
Cc1ccccc1NC(=O)CCCN1C(=O)C2CC=CCC2C1=O (configuration not stated) | -10.6% | -8.7% | 1.5%
COc1cc(-c2nc3cccc(C)n3c2Nc2ccc3c(c2)OCCO3)ccc1O | · | -3.6% | 4.7%
COc1ccccc1-c1c(C)nn2c(N3CCCCCC3)cc(C)nc12 | -10.5% | 1.9% | 0.0%
CC12CCC(C/C1=N/NC(=O)Nc1ccccc1)C2(C)C (configuration not stated) | 21.5% | -11.1% | -5.0%

# Reformatted field by field: entries from further up
COCCCn1c(=NC(=O)c2ccc3c(c2)OCO3)c(C#N)cc2c(=O)n3cccc(C)c3nc21
  N370S GC: 13.3%	FEN1 inhibitor: ·	TDP1 block: 4.2%
COc1ccc(OC)c(S(=O)(=O)N2Cc3ccccc3CC2C(=O)Nc2ccc(C(C)=O)cc2)c1 (configuration not stated)
  N370S GC: ·	FEN1 inhibitor: -7.9%	TDP1 block: 9.8%
COc1ccc(-c2nc(N3CCOCC3)nc3n[nH]c(N)c23)cc1
  N370S GC: 11.3%	FEN1 inhibitor: -1.4%	TDP1 block: 0.0%
O=C(OCC(=O)N1CCCCC1)c1cc(NS(=O)(=O)c2ccc(Cl)c([N+](=O)[O-])c2)ccc1O
  N370S GC: 25.8%	FEN1 inhibitor: -0.8%	TDP1 block: -1.1%

# Next results
# Each structure is followed by: N370S GC	FEN1 inhibitor	TDP1 block
> Cc1ccc2nc(Nc3nc(=O)c4ccccc4n3C)nc(C)c2c1
  1.2%	·	5.1%
> O=C(CSc1nnnn1-c1ccc(C(=O)O)cc1)NC1CCCCC1
  -3.4%	6.4%	-6.9%
> Cc1cc(C)c(C)c(S(=O)(=O)N(C)C2CCN(C)CC2)c1C
  -18.5%	4.6%	·
> Cc1cc(C)cc(NC(=O)CSc2nc3[nH]c(=O)cc(O)c3s2)c1
  -9.4%	-4.8%	-6.7%
> CCOC(=O)/C(C#N)=C1/SC(CC)C(=O)N1c1ccc(Br)cc1 (configuration not stated)
  1.4%	14.6%	4.8%
> COc1ccc(C(=O)c2oc3ccccc3c2NC(=O)c2ccc(F)cc2)cc1
  ·	18.4%	-4.2%
> CCn1c(SCc2ccc(C#N)cc2)nnc1-c1ccc(S(=O)(=O)N2CCCCC2)cc1
  11.5%	4.8%	-3.1%
> Cc1ccc(C)c(NS(=O)(=O)c2ccc3[nH]c(=O)[nH]c3c2)c1
  -3.2%	15.2%	·
> CC(C)CN(C(=O)COC(=O)C12CC3CC(CC(C3)C1)C2)c1c(N)n(Cc2ccccc2)c(=O)[nH]c1=O
  -9.6%	-1.3%	6.4%
> COC(=O)NC(CC(C)=O)c1cccs1 (configuration not stated)
  8.9%[12.8 µM]	·	0.5%[21 µM]
> COc1ccc(NC(=O)CN2CCC(C(=O)c3ccc(F)cc3)CC2)c(OC)c1
  -2.8%	1.7%	2.3%
> CC(C)Oc1ccc(C(=O)NCc2cccnc2)cc1
  -4.0%	-4.9%	2.0%
> COc1ccc(/C=N/NC2=NS(=O)(=O)c3ccccc32)cc1OC(C)=O
  -4.7%	5.0%	·
> COc1cccc(CCc2nnc(CCC(=O)N(C)C3CC(C)(C)NC(C)(C)C3)o2)c1
  -2.1%	22.4%	1.4%
> O=C(COC(=O)Cc1ccc(Cl)cc1)NC1CCCC1
  ·	-10.5%	0.0%
> Cc1cccc(CN2CCN(CC(=O)NCCc3ccc(Cl)cc3)C2=O)c1
  ·	-11.0%	-2.5%
> Cn1c(-c2ccc(=O)[nH]c2)nc2ccccc21
  -0.9%	-12.3%	-2.7%
> Cc1ccc2nc3c(cc(C#N)c(=O)n3CCN3CCOCC3)c(=O)n2c1
  23.5%	·	2.9%
> CCOc1cc([C@@H]2C[C@H]3CN(c4ccccc4)C(=O)[C@]34CCCN24)ccc1OC
  11.6%	-0.6%	5.4%
> Cc1ccc2[nH]cc(CCNC(=O)C3CCCCC3)c2c1
  -3.2%	-2.5%	·
> NC(=O)c1ccc[n+](CC(=O)c2ccc(Cl)c(Cl)c2)c1
  -12.8%	10.5%	·
> Cc1cccc(NC(=O)CSCc2cc(=O)n3c(C)csc3n2)c1C
  5.0%	-2.1%	0.0%
